# PAFAH2 FP inh – PAFAH2 enzyme inhibitors, primary screen, biochemical, fluorescence polarization, human. Platelet-activating factor acetylhydrolase 2, cytoplasmic (Homo sapiens), Q99487. recombinant PAFAH2, FP-rhodamine activity probe. inhibition, % at 3.39 µM. 0.99% of 340,000 active;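 active means inhibition above the mean over all tested compounds plus 3 SD, cut at about 30% in these data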;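 further: inhibitors block probe labeling of enzyme so polarization drops; 0% = enzyme with DMSO and 100% = wells lacking PAFAH2 protein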
# PAFAH1B3 FP inh – PAFAH1B3 enzyme inhibitors, primary screen, biochemical, fluorescence polarization, human; Platelet-activating factor acetylhydrolase IB subunit alpha1 (Homo sapiens), Q15102; recombinant PAFAH1B3, FP-rhodamine probe; inhibition, % at 3.39 µM; 0.28% of 340,000 active; AID 492972, 2010;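 active means inhibition above the screen-wide average of all tested compounds plus 3 SD, cut at about 25% in these data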;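 further: 0% = enzyme with DMSO only and 100% = wells lacking PAFAH1B3 protein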
# LYPLA1 inh – LYPLA1 inhibitors, primary screen, counter-screen for PME1 inhibitor project, biochemical, fluorescence polarization, FP-Rh probe ABPP | AID 2174, 2009 | inhibition, % at 5.9 µM | Acyl-protein thioesterase 1 (Homo sapiens), O75608 | recombinant LYPLA1 | 0.16% of 320,000 active;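 active means inhibition above the mean of all tested compounds plus 3 SD, set per campaign, cut at about 14% in these data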;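 further: inhibitors block serine hydrolase probe labeling of LYPLA1 so polarization falls; 0% = enzyme with DMSO and 100% = wells lacking LYPLA1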
# pPAFAH FP inh – pPAFAH enzyme inhibitors, primary screen, biochemical, fluorescence polarization, human; Platelet-activating factor acetylhydrolase (Homo sapiens), Q13093; recombinant pPAFAH, FP-rhodamine probe fluorescence polarization; inhibition, % at 3.39 µM; 1.5% of 330,000 active; AID 463082, 2010;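 active means inhibition above the mean inhibition across the screen plus 3 SD, cut at about 25% in these data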;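 further: inhibitors block binding of the rhodamine activity-based probe so polarization drops; 0% = enzyme with DMSO and 100% = wells lacking pPAFAH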
# PAFAH1B2 FP inh – PAFAH1B2 enzyme inhibitors, primary screen, biochemical, fluorescence polarization, human | Platelet-activating factor acetylhydrolase IB subunit alpha2 (Homo sapiens), P68402 | recombinant PAFAH1B2, FP-rhodamine activity probe | inhibition, % at 3.39 µM | 1.2% of 340,000 active | AID 492953, 2010;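 active means inhibition above the mean of all tested compounds plus 3 SD, cut at about 24% in these data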;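 further: 0% = enzyme with DMSO and 100% = wells lacking PAFAH1B2; many of its hits are not listed in these tables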
# LYPLA2 counter – LYPLA2 inhibitors, primary screen, counter-screen for PME1 inhibitor project, biochemical, fluorescence polarization, FP-Rh probe ABPP; Acyl-protein thioesterase 2 (Homo sapiens), O95372; recombinant LYPLA2; inhibition, % at 5.9 µM; 0.38% of 320,000 active;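 active means inhibition above the screen-wide mean plus 3 SD, limit set per campaign, cut at about 26% in these data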;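 further: 0% = LYPLA2 with DMSO and 100% = wells lacking LYPLA2 enzyme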
# GSTO1 inh – inhibitors of recombinant GSTO1, primary screen, counter-screen for RBBP9 inhibitor project, biochemical, fluorescence polarization; inhibition, % at 5.96 µM; AID 1974, 2009; 1.1% of 300,000 active; activity-based probe fluorescence polarization; Glutathione S-transferase omega-1 (Homo sapiens), P78417;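 active means inhibition above the campaign mean inhibition plus 3 SD, cut at about 35% in these data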;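 further: 0% = GSTO1-1 with DMSO and 100% = wells lacking GSTO1-1 enzyme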
# Target sequence (P78417 whole entry, looked up): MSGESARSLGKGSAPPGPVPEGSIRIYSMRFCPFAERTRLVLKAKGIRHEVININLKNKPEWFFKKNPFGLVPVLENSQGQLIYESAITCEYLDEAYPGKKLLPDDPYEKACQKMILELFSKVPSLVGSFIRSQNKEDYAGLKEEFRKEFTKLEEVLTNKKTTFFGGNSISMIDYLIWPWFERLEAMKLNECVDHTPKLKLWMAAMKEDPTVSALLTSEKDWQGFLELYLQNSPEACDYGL
# PAD4 FP inh – human PAD4 inhibitors, primary screen, biochemical, fluorescence polarization, 1536-well format | inhibition, % at 6.36 µM | 0.41% of 330,000 active | Protein-arginine deiminase type-4 (Homo sapiens), Q9UM07 | recombinant PAD4, RCA probe fluorescence polarization;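 active means percent inhibition above a cutoff equal to the mean of all tested compounds plus 3 SD, cut at about 15% in these data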;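 further: 0% = PAD4 with RCA probe and DMSO and 100% = probe without PAD4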
# Target sequence (Q9UM07 whole entry, looked up): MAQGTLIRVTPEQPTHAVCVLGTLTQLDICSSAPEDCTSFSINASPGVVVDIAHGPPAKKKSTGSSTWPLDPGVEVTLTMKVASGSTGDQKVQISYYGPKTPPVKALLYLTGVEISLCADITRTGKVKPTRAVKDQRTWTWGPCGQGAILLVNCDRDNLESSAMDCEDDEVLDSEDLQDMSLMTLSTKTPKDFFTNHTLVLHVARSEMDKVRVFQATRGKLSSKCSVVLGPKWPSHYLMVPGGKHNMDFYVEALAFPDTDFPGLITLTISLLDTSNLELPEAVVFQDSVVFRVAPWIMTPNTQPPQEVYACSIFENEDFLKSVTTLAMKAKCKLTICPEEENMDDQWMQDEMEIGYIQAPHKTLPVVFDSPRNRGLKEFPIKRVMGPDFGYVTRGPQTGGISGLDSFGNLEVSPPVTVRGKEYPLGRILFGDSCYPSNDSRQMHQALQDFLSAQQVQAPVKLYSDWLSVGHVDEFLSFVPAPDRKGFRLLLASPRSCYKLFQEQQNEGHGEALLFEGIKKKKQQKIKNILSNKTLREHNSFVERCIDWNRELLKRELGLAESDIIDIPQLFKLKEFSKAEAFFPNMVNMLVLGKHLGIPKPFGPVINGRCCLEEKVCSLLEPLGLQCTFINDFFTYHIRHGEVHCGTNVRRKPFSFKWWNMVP
# PREPL inh – PREPL enzyme inhibitors, primary screen, biochemical, fluorescence polarization; Prolyl endopeptidase-like (Homo sapiens), Q4J6C6; recombinant PREPL, fluorescence polarization activity-based probe; inhibition, % at 5.96 µM; 0.68% of 320,000 active; AID 2751, 2010; in the data active means inhibition above about 43%;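 further: 0% = enzyme with DMSO and 100% = wells lacking enzyme; many of its hits are not listed in these tables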
# Active calls of the source: *; / = no result given. Some of the compounds tested; the hit share may differ from the screen's.
No.	SMILES	PAFAH2 FP inh	PAFAH1B3 FP inh	LYPLA1 inh	pPAFAH FP inh	PAFAH1B2 FP inh	LYPLA2 counter	GSTO1 inh	PAD4 FP inh	PREPL inh
1	Cc1ccccc1NS(=O)(=O)c1ccc2c(c1)NC(=O)CO2	-1.9	5.3	0.9	8.0	2.8	-2.4	20.0	-7.3	-5.7
2	Cc1sc2ncnc(N3CCC(C(=O)Nc4nnc(CC(C)C)s4)CC3)c2c1C	-5.3	-0.9	7.2	-2.9	-2.8	13.8	-2.8	1.5	5.5
3	CC1CC(C)CN(S(=O)(=O)c2ccc(C(=O)N3CC(C)OC(C)C3)cc2)C1 (centres undefined)	3.1	0.8	-3.2	2.5	5.7	-1.4	-0.4	-0.8	-0.3
4	COc1ccccc1OCCNc1cc(N2CCCCC2)ccc1[N+](=O)[O-]	5.7	8.8	-1.8	13.2	-1.6	-4.3	-8.1	-2.6	7.6
5	Cc1cc(N2CCC(C(=O)Nc3ccc(F)cc3)CC2)nc(-c2ccccc2)n1	3.6	-2.8	-9.5	-5.4	-3.3	-19.6	-8.4	1.2	3.2
6	O=C(CSc1ccccc1)Nc1cccc(S(=O)(=O)N2CCCCC2)c1	-1.7	2.1	-5.8	-1.3	11.9	-5.8	/	1.0	3.3
7	O=[N+]([O-])c1ccc(-c2nnc(-c3ccccc3)c(N3CCOCC3)n2)cc1	11.5	0.7	0.9	2.4	3.4	3.7	3.9	2.2	4.6
8	CCCC(=O)NC(=S)Nc1c(C)cc(Br)cc1C	4.9	12.3	-1.9	6.8	-1.9	-9.7	5.6	3.0	2.2
9	S=C(NCc1ccccc1)NNc1nc2ccccc2[nH]1	-0.3	12.1	-3.7	0.7	0.4	-6.9	1.1	3.6	4.9
10	O=C(CCn1[nH]c(=O)c2ccccc2c1=O)N1CCOCC1	6.5	-1.6	2.0	-3.5	2.5	-1.8	-16.8	2.6	5.0
11	CN1CCN(CC(O)(c2ccc(Cl)cc2)c2ccc(Cl)cc2)CC1	-5.5	6.7	1.1	-10.9	2.3	-4.4	-13.2	-2.9	10.8
12	Cc1ccc(-c2nnn(CC(=O)N(CCCO)C(C(=O)NC3CCCC3)c3ccc(F)cc3)n2)o1 (centres undefined)	-13.1	-2.5	-1.7	2.3	4.9	1.7	4.1	3.1	2.9
13	CC(C)[C@@H](COc1ccccc1)N1CCN(Cc2ccccc2)CCC1=O	4.6	-5.5	1.9	7.7	2.2	-1.6	3.4	5.2	-9.6
14	COc1ccc(C(=O)Nn2c(SCC(=O)NC3CCCCC3)nc3ccccc3c2=O)cc1	9.8	12.4	-0.2	-2.7	-0.9	3.3	1.5	-2.1	13.4
15	CC(C)CN1CCC(=O)N(CCO)CC1	-0.5	5.8	4.9	4.5	5.6	2.9	5.5	-2.1	17.9
16	CCOC(=O)c1c(CN(CC)CC)oc2cc(Br)c(O)cc12	-0.7	-2.4	0.4	4.4	-7.6	-6.6	-1.7	0.1	13.2
17	CC(C)N1C(=O)C(Cc2nc3ccccc3c(=O)n2-c2ccccc2)c2ccccc21 (centres undefined)	11.8	4.9	-4.1	-1.0	-0.1	-3.3	8.5	-2.9	0.3
18	CC(C)C(=O)Nc1cccc(-c2csc(-c3ccccc3)n2)c1	8.4	1.5	-10.8	-3.8	4.0	-19.5	-8.0	1.2	10.5
19	CC1(C)Cc2cccc(OCC(=O)OCC(=O)c3ccccc3)c2O1	-5.8	1.6	0.4	7.3	3.3	-1.9	/	-9.5	18.6
20	CC1CC(C)(C)CC2(C1)NC(=O)N(CC(=O)Nc1c(F)cccc1F)C2=O (centres undefined)	3.4	7.9	4.8	-0.5	3.9	4.1	/	-1.7	11.9
21	O=C(COC(=O)/C=C/c1ccc(F)cc1)NCC1CCCO1 (centres undefined)	37.8*	14.8	/	1.9	1.2	/	/	1.3	9.5
22	COc1ccc(C2OCC3(O)C(c4ccc(OC)c(OC)c4)OCC23)cc1OC (centres undefined)	4.0	-3.3	1.4	3.7	5.5	-2.1	8.3	-2.6	0.5
23	CC1CCCC(C)N1C(=O)Nc1cccc(Cl)c1 (centres undefined)	1.7	6.3	1.7	4.1	3.5	2.0	3.4	-1.7	5.7
24	COc1ccc(C2/C=C\CN(C(=O)Nc3ccccc3)CC(=O)N2Cc2ccc(F)cc2)cc1 (centres undefined)	0.8	1.8	3.0	0.2	1.6	-0.3	36.4*	1.8	0.2
25	COc1ccc2c(c1)CC/C(=C\C=C\c1ccccc1OC)C2=O	-2.8	10.4	-4.3	2.0	2.0	0.8	1.0	-1.0	-1.9
26	COc1ccc(N2CCC(CNC(=S)Nc3c(C)cccc3C)C2)cc1 (centres undefined)	6.2	1.4	1.8	1.1	0.2	1.3	12.7	1.6	32.0
27	Cc1cccnc1NS(=O)(=O)c1cccc([N+](=O)[O-])c1	2.4	-4.7	4.5	-1.0	-0.1	-6.6	3.9	1.1	9.0
28	CCOC(=O)c1c(C)[nH]c(C)c1C(=O)COC(=O)c1cc2ccccc2cc1OC	3.6	-2.1	-4.0	0.2	1.9	-5.3	5.2	-1.2	-9.1
29	O=C(C1=C[C@@H]2[C@H]3C(=O)N(c4ccccc4)C(=O)[C@H]3[C@@H](C(=O)c3ccc(Cl)cc3)N2C=C1)c1ccccc1	/	/	-4.3	13.8	/	2.4	15.8	-0.4	-1.6
30	COc1nc2c(C)cccc2cc1-c1noc(-c2ccco2)n1	-12.1	1.6	-3.1	1.0	-2.1	-1.6	1.9	0.2	0.9
31	O=C(CN1CCNCC1)Nc1ccc(Oc2ccccc2)cc1	0.9	9.0	-7.4	2.5	0.2	-1.2	4.4	-1.5	-3.2
32	CN1CCC(OC(=O)COc2ccccc2)CC1	-4.7	10.0	-3.3	6.0	1.2	-3.4	4.3	-2.0	0.5
33	CC(C)(C)C1(c2ccccc2)NC(=O)N(CC(=O)N2CCOCC2)C1=O (centres undefined)	-4.2	4.2	-1.4	5.1	5.8	-3.5	-6.1	-5.1	6.0
34	O=C1C(c2ccccc2)SC(=Nc2ccccc2)N1S(=O)(=O)c1ccccc1 (centres undefined)	6.0	-10.2	-2.7	2.2	1.0	3.2	8.2	-3.8	-5.8
35	COc1cccc(NC(=O)CSc2nn3c(=O)c(C)nnc3s2)c1	1.0	-2.9	-6.4	8.1	2.5	0.5	3.5	1.8	1.0
36	COc1ccc2nc(N/C(N)=N/C(=S)Nc3ccccc3)nc(C)c2c1	1.3	-0.4	-12.0	-3.3	3.6	-21.5	-23.3	-10.0	15.5
37	O=C(COc1ncnc2ccc(Br)cc12)N1CCOCC1	3.1	2.3	-1.3	1.3	-3.0	-1.0	1.0	-2.2	-0.1
38	CCOc1ccc(NC(=O)C2CCN(S(=O)(=O)c3ccc4c(c3)NC(=O)C(C)S4)CC2)cc1 (centres undefined)	-5.2	5.0	-2.8	0.1	1.8	-0.1	-1.1	0.7	0.9
39	CCOC(=O)C(NC(=O)c1ccccc1Cl)(Nc1ccc(C(F)(F)F)cc1)C(F)(F)F (centres undefined)	5.4	0.3	-5.0	6.2	-4.7	6.1	1.1	1.7	4.1
40	Cc1ccc(C(=O)OCC(=O)Nc2cc(C(C)(C)C)nn2-c2ccccc2)c(O)c1	2.8	8.8	-6.0	9.9	4.1	-9.8	5.8	7.0	10.4
41	COC(=O)c1ccccc1NC(=O)CCCn1nc([N+](=O)[O-])cc1C	-1.2	3.8	-1.7	0.3	4.8	8.2	2.6	0.2	-8.1
42	CN(C)S(=O)(=O)c1cccc(-c2cn3cccnc3n2)c1	4.1	-5.0	-1.7	5.0	4.9	1.1	-4.1	1.4	-0.6
43	COc1ccccc1CN(Cc1cc2c(C)ccc(C)c2[nH]c1=O)Cc1nnnn1Cc1ccco1	3.4	4.5	-1.7	-5.8	4.0	-0.4	-1.5	-8.2	-2.2
44	Cc1cccc(N2CC(C(=O)Nc3ccc(S(=O)(=O)N4CCOCC4)cc3)CC2=O)c1C (centres undefined)	-2.1	1.6	1.4	2.2	-0.1	3.9	9.5	-0.5	8.2
45	CC(=O)/C(=N/Nc1ccc(Br)cc1)Sc1cccc2cccnc12	0.8	8.5	-1.8	-4.1	-0.8	1.1	-3.8	1.0	4.2
46	COc1ccc(NC(=O)c2cc(C(=O)Nc3ccc(OC)cc3OC)cc([N+](=O)[O-])c2)c(OC)c1	6.6	-0.7	-0.6	8.9	2.9	-1.1	-1.5	-4.9	10.0
47	Cc1cccc(CS(=O)(=O)Cc2ccc(C(=O)O)o2)c1	3.0	7.0	-0.6	5.5	1.6	0.1	2.5	-1.3	-6.5
48	Cc1no[n+]([O-])c1COc1ccccc1/C=C1\NC(=S)NC1=O	6.8	5.3	-3.7	2.0	2.8	-8.5	0.1	-7.0	-3.4
49	COc1ccc(S(=O)(=O)Nc2cccc3c2O[C@H](CN(C)Cc2ccccc2)[C@@H](C)CN([C@H](C)CO)C3=O)cc1	-3.8	3.1	/	-2.8	1.5	/	/	0.0	21.8

# Part of the list above in order of molar mass, ascending:
No.	SMILES	PAFAH2 FP inh	PAFAH1B3 FP inh	LYPLA1 inh	pPAFAH FP inh	PAFAH1B2 FP inh	LYPLA2 counter	GSTO1 inh	PAD4 FP inh	PREPL inh
48	Cc1no[n+]([O-])c1COc1ccccc1/C=C1\NC(=S)NC1=O	6.8	5.3	-3.7	2.0	2.8	-8.5	0.1	-7.0	-3.4
11	CN1CCN(CC(O)(c2ccc(Cl)cc2)c2ccc(Cl)cc2)CC1	-5.5	6.7	1.1	-10.9	2.3	-4.4	-13.2	-2.9	10.8
17	CC(C)N1C(=O)C(Cc2nc3ccccc3c(=O)n2-c2ccccc2)c2ccccc21 (centres undefined)	11.8	4.9	-4.1	-1.0	-0.1	-3.3	8.5	-2.9	0.3
44	Cc1cccc(N2CC(C(=O)Nc3ccc(S(=O)(=O)N4CCOCC4)cc3)CC2=O)c1C (centres undefined)	-2.1	1.6	1.4	2.2	-0.1	3.9	9.5	-0.5	8.2
39	CCOC(=O)C(NC(=O)c1ccccc1Cl)(Nc1ccc(C(F)(F)F)cc1)C(F)(F)F (centres undefined)	5.4	0.3	-5.0	6.2	-4.7	6.1	1.1	1.7	4.1
38	CCOc1ccc(NC(=O)C2CCN(S(=O)(=O)c3ccc4c(c3)NC(=O)C(C)S4)CC2)cc1 (centres undefined)	-5.2	5.0	-2.8	0.1	1.8	-0.1	-1.1	0.7	0.9
